Bioassay records deposited in PubChem BioAssay by Emory University Molecular Libraries Screening Center.
14-3-3g Raf: alters human 14-3-3 gamma binding to Raf peptide; P61981; FP, 14-3-3gamma / TMR-pS259-Raf peptide binding; inhibition, % at 40 µM; actives 0.19% (n = 160,000); AID 422; in the data active = inhibition above about 30%;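 note: 0% = protein plus tracer without compound and 100% = blank with tracer alone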
Target sequence (P61981 whole entry, looked up): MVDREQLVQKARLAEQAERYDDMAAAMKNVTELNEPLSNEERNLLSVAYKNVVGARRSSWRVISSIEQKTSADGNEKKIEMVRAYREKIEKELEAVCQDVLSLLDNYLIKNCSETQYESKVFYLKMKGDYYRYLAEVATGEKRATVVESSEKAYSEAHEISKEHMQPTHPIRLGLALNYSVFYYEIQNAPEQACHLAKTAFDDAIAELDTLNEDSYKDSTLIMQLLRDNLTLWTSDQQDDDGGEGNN
The depositor's hits bear a star; & = joins results of further samples. This is a subset, so the mix of outcomes need not match the whole.

item | SMILES | 14-3-3g Raf
1 | CCOc1cc(C(c2c(C)n(C)n(-c3ccccc3)c2=O)c2c(C)n(C)n(-c3ccccc3)c2=O)ccc1O | -11
2 | O=C1c2ccccc2C(=O)c2c1ccc(C(=O)Nc1cccc([N+](=O)[O-])c1)c2[N+](=O)[O-] | -20
3 | O=C(CC1CCCCC1)Nc1c2c(nn1-c1cccc(Cl)c1)CSC2 | -7
4 | Cc1cccc(C)c1N1C(=O)C2C3CCC(C3)C2C1=O (stereo unspecified) | 1
5 | CC(=O)N=C1SC2CS(=O)(=O)CC2N1c1c(Cl)cccc1Cl (stereo unspecified) | -17
6 | CCCCC(C(=O)Nc1ccc(Cl)cc1)N1C(=O)c2ccccc2C1=O (stereo unspecified) | -5
7 | CCCCCCNC(=O)c1ccc(N2CCCCCC2)c([N+](=O)[O-])c1 | -2
8 | CC(C)CC(C(=O)Nc1ncn[nH]1)N1C(=O)c2ccccc2C1=O (stereo unspecified) | -11
9 | COc1ccc(NC(=O)CSc2nc3ccccc3c(=O)n2-c2ccc(Cl)cc2)cc1 | -2
10 | CCOC(=O)Cn1c(=O)c2c(nc3n2CCN3Cc2ccccc2)n(C)c1=O | 3
11 | CCCN1CNC(=S)N(c2cccc(Cl)c2)C1 | 8
12 | O=C1CCCC2=C1C1(CCCC1)N=C(Nc1nc3ccccc3s1)N2 | -7
13 | CCOc1ccccc1OC(=O)c1ccco1 | -4
14 | COc1ccc2c(c1)C1(C)CC(C)(C)N2C(=O)N1c1ccccc1 (stereo unspecified) | 4
15 | O=C(c1ccc(Cl)s1)N1CCc2ccccc21 | -13
16 | O=C(c1ccc(N2CCOCC2)nc1)N1CCOCC1 | -2
17 | O=C(CCCN1C(=O)C2C3C=CC(C3)C2C1=O)N1CCN(c2ccc(F)cc2)CC1 (stereo unspecified) | -2
18 | COc1cccc(C(=O)Nc2c3c(nn2-c2ccc(C)cc2)CSC3)c1OC | -5
19 | COc1cc([N+](=O)[O-])ccc1-c1ccc(CO)o1 | 0
20 | O=C(Nc1ccc2c(c1)OCCO2)c1cccc(S(=O)(=O)N2CCOCC2)c1 | -1&-6
21 | CCOc1cccc2c1OC1(C)CC2NC(=O)N1c1ccc(C)c(F)c1 (stereo unspecified) | -3
22 | CCOc1ccc(NC(=O)c2cccc3c2C(=O)N(c2ccc(OC)cc2)C3)cc1 | -38
23 | COC(=O)CSc1nnc(Cc2cc(=O)[nH]c(=O)[nH]2)n1-c1cccc(OC)c1 | -5
24 | COc1ccc(C=Nc2ccc(Cl)c([N+](=O)[O-])c2)cc1 | 0
25 | COc1ccc(NC(=O)COc2nsnc2N2CCOCC2)cc1 | 2
26 | CC(C)c1ccc(NC(=O)C(C(C)C)N2C(=O)c3ccccc3C2=O)cc1 (stereo unspecified) | -6
27 | COCCn1cc(C(=O)NCc2ccc(C)o2)c2c3ccccc3n(C)c2c1=O | -11
28 | O=C(CCN1C(=O)C2C3C=CC(C3)C2C1=O)N1CCN(c2cccc(Cl)c2)CC1 (stereo unspecified) | -11&1
29 | CCOC(=O)c1c(C)n(-c2ccc(Br)cc2)c2ccc(O)cc12 | -2
30 | O=S(=O)(Nc1nc2ccccc2[nH]1)c1ccccc1 | 3
31 | CCOc1cc(C=Cc2nc(O)c([N+](=O)[O-])c(=O)[nH]2)cc(Cl)c1OCC | -19
32 | Cc1[nH]n(-c2ccccc2)c(=O)c1CCC(=O)O | -9
33 | COC(=O)c1cc(NCc2cccs2)ccc1N1CCOCC1 | 0
34 | CCOCCn1c(=O)c2c(nc3n2CCN3c2ccc(C)cc2)n(C)c1=O | 2
35 | Cc1ccc2cc3c(nc2c1)OCC3 | -20
36 | O=C(Cn1c(=O)oc2cc(S(=O)(=O)N3CCc4ccccc43)ccc21)N1CCCCC1 | -3
37 | CCOC(=O)CS(=O)(=O)c1ccc(C(=O)NCc2ccc(F)cc2)cc1[N+](=O)[O-] | 3
38 | O=C(Nc1ccc([N+](=O)[O-])cc1Cl)c1cc(Cl)ccc1O | 1
39 | CCN(CC)c1ncnc2sc(C(=O)Nc3ccccc3OC)c(C)c12 | 6
40 | CCn1c(SCC(N)=O)nc2c1c(=O)n(C)c(=O)n2C | -7
41 | O=C(NCCN1C(=O)C2C3C=CC(C3)C2C1=O)Nc1ccc(Br)cc1 (stereo unspecified) | -5
42 | CCC(=O)Nc1c(C#N)c2nc3ccccc3nc2n1-c1ccccc1C | -2
43 | O=C(COC(=O)c1cn(-c2ccccc2)nc1-c1cccs1)NC1CC1 | -5
44 | COc1ccc(N2C(=O)CSC2c2cccc(F)c2)c(OC)c1 (stereo unspecified) | 4&0
45 | COc1ccc(OC)c(N(CC(=O)Nc2cccnc2)S(=O)(=O)c2ccccc2)c1 | 2
46 | O=C(NC(=O)c1cccc(F)c1)OC[C@@H]1CCCN2CCCC[C@H]12 | -1
47 | O=C1OCCC1N1C(=O)c2ccccc2S1(=O)=O (stereo unspecified) | -2
48 | COC(=O)c1cnn2c(C(F)(F)F)cc(-c3cccs3)nc12 | -7
49 | COc1ccc2nc3sc(C(=O)NCCCN4CCC(C)CC4)cc3cc2c1 | -9
50 | Cc1noc(NS(=O)(=O)c2ccc(NC(=O)c3ccoc3C)cc2)c1C | -12

Continued:
item | SMILES | 14-3-3g Raf
51 | N#Cc1cc2c(nc1SCC(=O)Nc1cnc3ccccc3c1)CCCCC2 | -4
52 | CCOc1ccc(OCC)c(NC(=O)CSc2nc3cccnc3n2C)c1 | 7
53 | Cc1cc(NC(=O)CSc2nnc(CNc3ccc(F)cc3)n2C2CCCCC2)no1 | 1
54 | O=C(O)c1ccc2c(c1)C(=O)N(c1ccc(NC(=O)c3ccc(N4C(=O)c5ccc(C(=O)O)cc5C4=O)cc3)cc1)C2=O | -11
55 | COc1ccc(OC)c(N(CC(=O)O)S(=O)(=O)c2ccc(OC)c(OC)c2)c1 | -15
56 | CC1=CC(=C2C(=O)c3ccccc3C2=O)C=C(C)N1C | 1
57 | CCOc1ccc(Nc2cc(NCCCO)c([N+](=O)[O-])c3nonc23)cc1 | -9
58 | CC(C)OC(=O)c1ccc(NC(=O)CSc2nnnn2-c2ccc(Cl)cc2)cc1 | -23
59 | COc1ccc(C2/C(=C(/O)c3ccccc3)C(=O)C(=O)N2CCO)cc1 (stereo unspecified) | -8
60 | Cc1cccc(NC(=O)c2cccnc2)c1 | 2
61 | Cc1ccc(C)c(N2C(=O)C3CCC(C)CC3C2=O)c1 (stereo unspecified) | -4
62 | Brc1ccc(C2=CCn3nnnc3N2)cc1 | -15
63 | COc1ccc2[nH]cc(CCN=C3SCC(=O)N3C)c2c1 | -1
64 | CCN(CC)S(=O)(=O)c1ccc(NC(=O)c2ccccc2C)cc1 | -13
65 | O=C(c1cnc2n(c1=O)CCS2)N(Cc1ccccc1)c1ccccc1 | -10
66 | CC1CCc2nn(CC(=O)NCCN3CCOCC3)cc2C1 (stereo unspecified) | -1
67 | Cc1cccc(-c2nc3ccccc3c(=O)n2CC(=O)Nc2ccc(C)cc2C)c1 | -5
68 | COc1cc(C2Oc3ccccc3C3CC(c4ccccc4)=NN32)ccc1OC(=O)CC1SC(=O)NC1=O (stereo unspecified) | -16
69 | Cc1nc2c(ccc3nc(NC(=O)c4ccc(S(=O)(=O)N5CCc6ccccc65)cc4)sc32)s1 | -40
70 | CC1=NN(c2cccc([N+](=O)[O-])c2)C(=O)C1 | -3
71 | CC(C)N(C(=O)NC(=O)NCC1CCCO1)S(C)(=O)=O (stereo unspecified) | 1
72 | CN(C)c1oc(-c2cccc([N+](=O)[O-])c2)nc1S(=O)(=O)c1ccccc1 | -3
73 | O=[N+]([O-])c1cccc(S(=O)(=O)N2CCN(c3ccc(Cl)cc3[N+](=O)[O-])CC2)c1 | -1
74 | C#CC(C)(C)NC(=O)CSc1nc2c(c(=O)n(C)c(=O)n2C)n1CCCC | -3
75 | CCN(CCNC(=O)CS(=O)(=O)Cc1nc(-c2cccc(OC)c2)oc1C)c1ccccc1 | 4

Compounds listed so far that have a thiophene ring, fused or not (6):
item | SMILES | 14-3-3g Raf
15 | O=C(c1ccc(Cl)s1)N1CCc2ccccc21 | -13
33 | COC(=O)c1cc(NCc2cccs2)ccc1N1CCOCC1 | 0
39 | CCN(CC)c1ncnc2sc(C(=O)Nc3ccccc3OC)c(C)c12 | 6
43 | O=C(COC(=O)c1cn(-c2ccccc2)nc1-c1cccs1)NC1CC1 | -5
48 | COC(=O)c1cnn2c(C(F)(F)F)cc(-c3cccs3)nc12 | -7
49 | COc1ccc2nc3sc(C(=O)NCCCN4CCC(C)CC4)cc3cc2c1 | -9

Continued.
item | SMILES | 14-3-3g Raf
76 | COCCCNc1nc2c(c(=O)n(C)c(=O)n2C)n1Cc1ccc(Cl)cc1 | -2
77 | O=C(c1cccc2ccccc12)N1CCC(N2CCN(c3ccccc3)CC2)CC1 | -8
78 | Cc1ccccc1NC(=O)C(c1ccc(Cl)cc1)N1CCOCC1 (stereo unspecified) | -7
79 | Cc1cc2ccccc2n1CCNS(=O)(=O)c1ccc([N+](=O)[O-])cc1 | -19
80 | O=C1NC(=O)C2C1C1(Br)c3ccccc3C2(Br)c2ccccc21 (stereo unspecified) | -8
81 | CCOC(=O)CCCCC(=O)c1[nH]c(=O)[nH]c1Cn1cnc2ccccc21 | -6
82 | CC(C)CC1=NN(C(=O)c2ccccc2O)C(O)(C(F)(F)F)C1 (stereo unspecified) | 0
83 | COc1ccc(OCCSc2nc3ncnc(N)c3[nH]2)cc1 | -14
84 | Cc1nc(SC2CC(=O)N(c3ccccc3)C2=O)nc2c1CCCC2 (stereo unspecified) | -1
85 | Cc1nn(CCCC(=O)N2CCc3ccccc3C2)c(=O)c2cc3sccc3n12 | -7
86 | COc1ccc(NC(=O)Cn2cnc3sc(C)c(S(=O)(=O)N4CCN(C)CC4)c3c2=O)cc1Cl | -10
87 | N#Cc1c(-c2ccccc2)cc(-c2ccccc2)nc1SC1CCCCC1=O (stereo unspecified) | 9
88 | CC(C)c1ccc(Cn2c(CO)nc3ccccc32)cc1 | -2
89 | O=C1C2CC=CCC2C(=O)N1c1ccc(N2CCCCCC2)c([N+](=O)[O-])c1 (stereo unspecified) | 1
90 | CCOc1ccccc1C(=O)N(Cc1ccco1)C1CCS(=O)(=O)C1 (stereo unspecified) | -1
91 | COc1cc(NC(=O)c2cc3cc4ccc(C)cc4nc3o2)cc(OC)c1OC | 3
92 | O=C1C2CCCN2C(c2ccc(F)c(F)c2)N1c1cccc(Cl)c1 (stereo unspecified) | 0
93 | CCOc1ccc(CN2CCN(C(=O)c3cccc(OC)c3)CC2)cc1 | -182
94 | CC(=O)Nc1ccc(S(=O)(=O)N2CCN(S(=O)(=O)c3ccccc3[N+](=O)[O-])CC2)cc1 | 1
95 | COCCN(CCOC)S(=O)(=O)c1ccc(C(=O)NC2CCN(Cc3ccccc3)CC2)cc1 | -6
96 | COC(=O)C1=CN(C(C)C)C=C(C(=O)OC)C1c1ccccc1F | 4
97 | CCCNc1ccc(C(=O)O)cc1[N+](=O)[O-] | -9
98 | CCCSc1nnc2c(n1)OC(c1cccc(OC)c1OCC(=O)O)Nc1ccc(Br)cc1-2 (stereo unspecified) | -18
99 | O=C(NCCN1CCOCC1)c1ccc2c(=O)n(CCC3=CCCCC3)c(=S)[nH]c2c1 | 8
100 | CCC(=O)Nc1cccc(NC(=O)c2ccccc2Cl)c1 | 2
101 | O=C(Cn1c(=S)[nH]c2ccccc2c1=O)NCCc1ccc(Cl)cc1 | -1
102 | COc1ccccc1Oc1nc2c(c(=O)n(C)c(=O)n2C)n1Cc1ccccc1F | 5
103 | O=C(Nc1ccc(NC(=O)C2CCCN2C(=O)OCc2ccccc2)cc1)c1ccco1 (stereo unspecified) | 0
104 | CCOc1cc(C2C(C(=O)OC)=CNC=C2C(=O)OC)cc(Br)c1OCC | -1
105 | O=[N+]([O-])c1cc(F)c(N2CCOCC2)cc1N1CCOCC1 | -4
106 | O=C(CSc1ccccc1)Nc1ccccc1N1CCOCC1 | 0
107 | O=C(CN(c1ccc(F)cc1)S(=O)(=O)c1ccc2c(c1)OCCO2)Nc1cccnc1 | -1
108 | CC(C)C1CC(=O)NC(SCC(=O)Nc2ccc(Br)cc2)=C1C#N (stereo unspecified) | 2
109 | Cc1ccc(S(=O)(=O)N2CCN(C(=O)N3CCOCC3)C2C(C)C)cc1 (stereo unspecified) | 0
110 | COc1ccc(C(CC(=O)O)NC(=O)c2ccc(Cl)cc2)cc1OC (stereo unspecified) | 2
111 | N#Cc1c(NC(=O)Nc2ccccc2)sc2c1CCCC2 | -17
112 | CC(=O)NCCOc1cccc(OCCNC(C)=O)c1 | 6
113 | Cc1ccc(-n2nc3cc(C)c(NC(=O)c4ccc5c(c4)OCCO5)cc3n2)cc1 | -7
114 | Cc1ccc(CNC(=O)c2ccc3c(c2)N(Cc2ccc(Cl)cc2)C(=O)CS3)cc1 | 1
115 | Cc1nc2c(c(=O)n1CC1CCCO1)c1nc3ccccc3nc1n2CCC(C)C (stereo unspecified) | 7
116 | CCC1CC(CNC(=O)Nc2ccc(OC)cc2)C1(C)C (stereo unspecified) | 6
117 | Cn1c(=O)[nH]c(=O)c2c1nc(NCCCO)n2CCCc1ccccc1 | 5
118 | CC(=O)C1=C(O)C(=O)N(CCC(=O)O)C1c1ccc(C)cc1 (stereo unspecified) | -5
119 | C=CCN1C(=O)c2ccccc2Sc2ccc(C(=O)N3CCc4ccccc4C3)cc21 | -10
120 | Cc1cccc(NC(=O)c2ccc(N3CCCC3)c([N+](=O)[O-])c2)c1 | -1
121 | CCSc1nc2c(c(=O)[nH]1)C(c1cccc(Br)c1)C1=C(CC(C)(C)CC1=O)N2 (stereo unspecified) | 5
122 | CN1CCN(CCCNC(=O)c2cn(C)c3ccc(S(=O)(=O)N4CCOCC4)cc3c2=O)CC1 | -6
123 | CN(CCCn1c(=S)[nH]c2ncccc2c1=O)Cc1ccccc1 | -1&-1
124 | COc1ccc(Nc2ncnc(Nc3ccc(OC)cc3)c2[N+](=O)[O-])cc1 | -78
125 | CS(=O)(=O)N1CCN(C(=O)c2ccccc2)C1 | -6
126 | CC(=O)Nc1cccc(NC(=O)c2sc3ncn(CC(=O)Nc4ccc(C)c(Cl)c4)c(=O)c3c2C)c1 | -16
127 | O=C(CCC1CCCCC1)Nc1nc2ccccc2s1 | -1
128 | COc1ccc(-c2cc(C(=O)N3CCN(c4ccc(F)cc4)CC3)no2)cc1OC | -2
